uPA surface inh = inhibitors of cell surface uPA generation; cell surface uPA generation assay, qHTS; hit rate 0.31% among 330,000; Potency, µM (series often up to 38.3 µM), without a hit: at the top dose activity change, negative = inhibition, hits mostly inhibitors; active = well fitted inhibition curve with a large enough effect; inconclusive = small, poorly fitted or top-dose-only effect; inactive = no such curve, though single readings can be large or run the other way; tested in mouse RAW 264.7 cells; note: % is set by controls: 0 for no effect and ±100 for the full control effect; nearly all actives have a fitted effect of over 55% in size
ELG1 genotox = induces genotoxicity in HEK293T cells with luciferase-tagged ELG1; AID 504466; hit rate 1.3% among 330,000; HEK293T ELG1-luciferase reporter, luminescence, 16 h; Potency, µM (titrated, usually from 46 µM), for inactives: top-dose activity change, positive = activation, hits mostly activators; note: % of control where 0% means no effect; nearly all actives have a fitted effect of over 60% in size
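Step 1: seed 2,000 HEK293T ELG1-luciferase cells per well. Step 2: add compound or DMSO, incubate 16 hr at 37 °C. Step 3: ONE-Glo, 30 min at room temperature, read luminescence.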
BRCA1 expr up = BRCA1 expression activation | MCF7-BRCA1-FFLuc reporter, luminescence, 48 h; response scale: scaled: vehicle 0%, 10 µM genistein 100% | Potency, µM (series often up to 46.1 µM), without a hit: at the top dose activation, most hits filed as activators | hit rate 1.1% among 380,000 | AID 624202; note: nearly all actives have a fitted effect of over 80% in size; some results filed as inactive show a strong effect at the top dose
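MCF7 cells carrying a BRCA1-firefly luciferase reporter (2000 cells/well, phenol-red free MEM) were attached for 2 h at 37 °C, then given compounds for 48 h. Luminescence was read 15 min after luciferase reagent; activity normalized to genistein (10 microM) and DMSO.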
p53 reactivator = restores transcriptional activity of mutant p53; H1299 p53-A138V BP100-luciferase reporter, luminescence, 24 h; Potency, µM (highest dose often 92.2 µM), inactives show at the highest dose activity change, positive = activation, usual class: activators; hit rate 0.063% among 320,000; note: % of control where 0% means no effect; nearly all actives have a fitted effect of over 45% in size
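H1299 (p53-null), stable ts p53-A138V + BP100-Luc; 1000 cells/well, Opti-MEM/10% FBS; cpd 4 pt, 1:5; 24 h, 37 deg C, 5% CO2; detection reagent 10 min RT; luminescence.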
Gal4-VP16 FLuc = Gal4-VP16 reporter inhibition counter-screen; AID 2546; Drosophila S2 Gal4-VP16 UAS-luciferase, luminescence, 20 h; hit rate 3.5% among 310,000; Potency, µM (titrated, usually from 53.6 µM), for the others: at the highest dose activity, negative = inhibition, hits mostly inhibitors;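 note: Gal4-VP16 expression switched on by copper sulfate through the metallothionein promoter; % is set by controls: 0 for no effect and ±100 for the full control effect; nearly all actives have a fitted effect of over 50% in size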
MBNL1-CUG inh = MBNL1-poly(CUG) RNA binding inhibition; Q9NR56; TR-FRET MBNL1-His/biotin-(CUG)12 binding, 665/545 ratio; Potency, µM (top dose mostly 57.5 µM), inactives show top-dose activity change, negative = inhibition, usual class: inhibitors; hit rate 0.036% among 280,000; AID 2675; active = well fitted inhibition curve with a large enough effect in the signal ratio, with a control signal flat, not every such curve was filed as active; inconclusive = small, poorly fitted or top-dose-only effect, or effect the other way, or a change in a side signal; inactive = no such curve, though single readings can be large or run the other way; the % refers to the signal ratio; note: % is set by controls: 0 for no effect and ±100 for the full control effect
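Compound titration spanned 92 nM–58 uM against the MBNL1-His/biotin-(CUG)12 complex. After 60 min at room temperature with 5 nM streptavidin-XL665 and 0.055 ng/ul terbium anti-His, ratiometric 665/545 nm emission (Ex 340 nm) normalized to controls.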
NPC1 promoter act = activators of NPC1 promoter; Huh7 NPC1 promoter luciferase reporter, 24 h; Potency, µM (series often up to 9.22 µM), for the others: top-dose activation, actives largely listed as activators; hit rate 2.4% among 320,000;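 note: % of control where 0% means no effect; nearly all actives have a fitted effect of over 60% in size; reporter is driven by a mutant NPC1 promoter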
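Cells: Huh7 expressing luciferase under the NPC1 promoter, 1500/well. Seeded 2 h, compound added, incubated 24 h at 37 °C. Luciferase reagent, 10 min ambient, then luminescence.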
RORgamma inh = inhibitors of mouse ROR gamma transcriptional activity; Drosophila S2 Gal4-RORgamma UAS-luciferase reporter, 20 h; Potency, µM (series often up to 53.6 µM), inactives show top-dose activity change, negative = inhibition, hits mostly inhibitors; hit rate 5.4% among 310,000; note: % is set by controls: 0 for no effect and ±100 for the full control effect; nearly all actives have a fitted effect of over 60% in size
Target sequence (P51450 whole entry, looked up, the tested form may be a part): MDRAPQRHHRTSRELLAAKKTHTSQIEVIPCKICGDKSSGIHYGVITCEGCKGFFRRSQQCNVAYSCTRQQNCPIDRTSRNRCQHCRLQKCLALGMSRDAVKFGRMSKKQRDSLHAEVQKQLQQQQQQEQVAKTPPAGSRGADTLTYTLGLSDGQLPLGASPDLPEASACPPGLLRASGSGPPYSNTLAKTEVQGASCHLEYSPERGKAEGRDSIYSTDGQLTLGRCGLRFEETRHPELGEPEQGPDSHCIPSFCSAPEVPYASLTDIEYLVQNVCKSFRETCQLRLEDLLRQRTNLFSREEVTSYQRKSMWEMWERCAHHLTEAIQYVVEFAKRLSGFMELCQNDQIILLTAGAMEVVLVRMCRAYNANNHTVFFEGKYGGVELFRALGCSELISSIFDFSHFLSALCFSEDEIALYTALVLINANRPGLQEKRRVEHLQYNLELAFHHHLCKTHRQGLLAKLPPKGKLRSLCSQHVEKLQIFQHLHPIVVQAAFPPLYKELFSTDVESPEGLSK
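Using a luciferase readout, inhibitors were identified by reduced reporter activity in Drosophila cells coexpressing a copper-inducible Gal4–ROR gamma fusion and UAS-driven Photinus luciferase, incubated 20 hr after 700 uM copper sulfate.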
FLuc modulator = inhibits or activates purified firefly luciferase, miR-21 counter-screen. P08659. purified FLuc, Km substrates, luminescence inhibition. Potency, µM (highest dose often 57.5 µM), without a hit: at the highest dose activity change, negative = inhibition, most hits filed as inhibitors. hit rate 6.9% among 360,000. AID 588342;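 note: plate controls were vehicle for no effect and reference inhibitor for full effect; nearly all actives have a fitted effect of over 55% in size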
Target sequence (P08659 whole entry, looked up): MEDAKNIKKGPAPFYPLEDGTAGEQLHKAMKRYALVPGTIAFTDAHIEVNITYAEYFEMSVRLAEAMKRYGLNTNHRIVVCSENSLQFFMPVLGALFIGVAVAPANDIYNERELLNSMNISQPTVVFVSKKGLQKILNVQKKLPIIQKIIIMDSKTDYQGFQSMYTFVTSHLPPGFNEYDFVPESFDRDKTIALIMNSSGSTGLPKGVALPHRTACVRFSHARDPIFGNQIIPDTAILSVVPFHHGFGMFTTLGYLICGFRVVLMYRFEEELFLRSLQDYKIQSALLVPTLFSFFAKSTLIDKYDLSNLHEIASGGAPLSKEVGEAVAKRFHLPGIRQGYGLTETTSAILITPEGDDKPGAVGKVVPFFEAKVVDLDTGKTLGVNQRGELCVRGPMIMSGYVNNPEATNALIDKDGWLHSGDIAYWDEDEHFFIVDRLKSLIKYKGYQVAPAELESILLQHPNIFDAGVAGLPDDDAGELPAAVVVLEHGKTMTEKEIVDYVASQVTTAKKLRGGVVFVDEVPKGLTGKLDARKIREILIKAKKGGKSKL
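Biochemical qHTS of compounds, final roughly 60 µM downward over six points, against 10 nM purified firefly luciferase using Km concentrations of substrates (10 uM D-luciferin, 10 uM ATP) in Tris acetate pH 7.5 buffer; luminescence output.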
Rab9 prom act = activators of Rab9 promoter; Huh7 Rab9 promoter-luciferase reporter, luminescence, 24 h; Potency, µM (titrated, usually from 9.22 µM), without a hit: at the top dose activation, negative = inhibition, most hits filed as activators; hit rate 2.8% among 320,000; AID 485297; note: % of control where 0% means no effect; nearly all actives have a fitted effect of over 60% in size
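Stable Rab9-luc Huh7, 1500 cells/well, 2 h settle; cmpd in DMSO, 24 h, 37 °C/5% CO2; luciferase reagent 10 min RT; luminescence.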
* marks the source's active call; other numbers are inactive results; ? = inconclusive; nt = not tested or not shown; [ ] = dose if it differs, or a comment. Unless noted, calls come from the whole dose curve; as a rule, active = well fitted curve in the direction sought with a large enough effect; inconclusive = small, poorly fitted or top-dose-only effect, or another doubt; inactive = no such curve, though single readings can be large; an effect the other way counts as inactive or inconclusive. Potency is the fitted concentration of half-maximal effect.

Structure	uPA surface inh	ELG1 genotox	BRCA1 expr up	p53 reactivator	Gal4-VP16 FLuc	MBNL1-CUG inh	NPC1 promoter act	RORgamma inh	FLuc modulator	Rab9 prom act
O=C(CSc1ncccn1)N1CCN(S(=O)(=O)c2ccccc2)CC1	1.2%	0.1%	-1.0%	7.6%	0.2%	-2.8%	3.2%	0.4%	-1.0%	-4.3%
CCn1c(=O)c2cc(C(=O)NCCN3CCOCC3)sc2c2ccccc21	13.2%	17.5%	-18.1%	-6.1%	-1.4%	9.1%	-1.3%	1.3%	3.3%	-15.7%
CCC(C)n1c(/C=C/c2ccccc2)nc2ccccc21 (stereo not given)	?	0.3%	-0.1%	6.5%	12.6µM*	nt	-1.5%	10µM*	12µM*	3.1%
Cc1cc(C)cc(NC(=O)N2CCN(S(C)(=O)=O)CC2)c1	1.5%	2.6%	4.0%	-4.0%	-0.7%	-2.4%	-4.0%	-7.0%	-1.2%	-3.9%
c1cncc(Nc2c3ccccc3nc3ccccc23)c1	-15.7%	-2.1%	-2.9%	-8.7%	-19.6%	?	1.1%	-5.3%	?	-2.7%
CC(C)CNC(=O)c1ccc(Cl)c(NC(=O)COc2ccccc2)c1	nt	-2.1%	nt	0.4%	-9.0%	4.1%	-2.5%	-4.5%	-0.5%	-2.3%
O=C(CNC(=O)c1ccc(Br)o1)NCCc1ccc(F)cc1	0.5%	4.1%	-1.6%	9.5%	-4.0%	0.0%	-0.1%	-10.1%	0.0%	0.3%
O=C1c2c(O)cc(O)cc2OC(c2ccc(O)c(O)c2)C1O (stereo not given)	nt	nt	nt	nt	-1.5%	nt	-5.1%[46.1 µM]	8.3%	nt	-11.5%[46.1 µM]

Carrying on.
Structure	uPA surface inh	ELG1 genotox	BRCA1 expr up	p53 reactivator	Gal4-VP16 FLuc	MBNL1-CUG inh	NPC1 promoter act	RORgamma inh	FLuc modulator	Rab9 prom act
Cc1ccc(Cn2c(=N)n(CC(O)c3ccco3)c3ccccc32)cc1 (stereo not given)	-10.1%	-8.5%	-44.9%	1.4%	0.0%	-11.9%	-2.8%	-15.1%	2.3%	-5.4%
O=C(O)C1Nc2c(Cl)cc(Cl)cc2C2C=CCC12 (stereo not given)	1.2%	1.4%	-21.6%	22.6%	2.9%	17.3%	3.0%	-22.4%	-11.1%	-2.6%
O=C(CCNC(=O)c1ccc([N+](=O)[O-])cc1)Nc1ccccc1N1CCOCC1	1.5%	-1.8%	-16.8%	3.4%	-9.8%	?	-2.7%	-19.6%	2.2%	-1.6%
COc1ccc(C2CC(=O)Oc3cc(C)cc(C)c32)cc1 (stereo not given)	-3.8%	-0.2%	6.3%	-1.5%	-13.9%	nt	nt	35.3%	nt	nt
COc1ccc(CCC(=O)NCc2cn3ccc(C)cc3n2)cc1	-0.8%	0.0%	-19.4%	-0.5%	1.3%	-8.0%	-0.7%	-5.1%	1.0%	1.4%
COc1ccc(C(=O)NC(CC(=O)O)c2cc([N+](=O)[O-])ccc2Cl)cc1 (stereo not given)	2.3%	3.5%	13.1%	-3.6%	-7.1%	?	-3.6%	5.1%	-16.2%	-9.3%
C=CCNC(=O)CCNS(=O)(=O)c1ccc(Br)cc1	nt	1.7%	2.8%	4.0%	4.4%	-2.2%	0.5%	-20.1%	1.3%	-11.7%
Cc1ccc(CCNC(=O)C2CCN(S(=O)(=O)c3ccc4c(c3)NC(=O)CO4)CC2)cc1	-9.5%	0.6%	-1.8%	-4.4%	8.8%	-4.3%	-0.1%	23.1%	-0.3%	?

Further results
Structure	uPA surface inh	ELG1 genotox	BRCA1 expr up	p53 reactivator	Gal4-VP16 FLuc	MBNL1-CUG inh	NPC1 promoter act	RORgamma inh	FLuc modulator	Rab9 prom act
COc1ccc(-n2nc(C(=O)NCC(=O)N3CC(C)CC(C)C3)c3ccccc3c2=O)cc1OC (stereo not given)	1.9%	-15.1%	-16.6%	-4.8%	9.1%	18.2%	-0.4%	0.2%	?	-0.3%
CCOC(=O)c1c(NC(=O)CSc2nnnn2-c2ccc3c(c2)OCCO3)sc(C)c1C	-10.4%	-0.2%	-0.3%	17.0%	1.1%	-1.6%	0.9%	17.1%	-0.2%	-3.9%
COc1cc(/C=C(\C#N)C(=O)Nc2cccc(C(=O)O)c2)ccc1OCc1ccc(C)cc1	-12.0%	?	5.01µM*	?	4.1%	10.3%	-8.0%	?	?	0.2%
Cc1ccc(S(=O)(=O)CCC(=O)Nc2nnc(-c3ccccc3S(C)(=O)=O)o2)cc1	-18.3%	1.5%	-6.1%	13.4%	nt	nt	1.2%	nt	0.3%	-14.9%
CSc1ncc(S(=O)(=O)c2ccccc2)c(=O)[nH]1	1.8%	-12.5%	6.8%	-1.2%	-8.6%	-9.7%	-0.7%	9.9%	?	-6.7%
O=C(NCCN1CCOCC1)c1ccc(CS(=O)(=O)Cc2ccccc2F)o1	0.2%	-1.9%	0.0%	2.2%	-1.0%	3.9%	-0.8%	-17.4%	-0.8%	1.3%
Cc1nnc(N(C)C(=O)c2ccc3c(c2)OCO3)s1	2.7%	9.8%	9.3%	4.2%	-7.4%	-11.2%	-0.8%	29.9%	-11.0%	-7.7%
CC1=N/C(=C\c2ccc([N+](=O)[O-])cc2)C(=O)N1c1ccc(F)cc1F	-0.3%	-1.0%	15.4%	11.1%	?	?	-3.9%	-3.2%	7.57µM*	-1.3%

Later entries:
Structure	uPA surface inh	ELG1 genotox	BRCA1 expr up	p53 reactivator	Gal4-VP16 FLuc	MBNL1-CUG inh	NPC1 promoter act	RORgamma inh	FLuc modulator	Rab9 prom act
O=C(O)Cc1ccc2c(c1)N(S(=O)(=O)c1cccc(C(F)(F)F)c1)CC(C(=O)O)O2 (stereo not given)	-2.9%	-1.9%	7.0%	8.5%	-12.1%	3.1%	-0.8%	-5.4%	14.9%	4.2%
Cc1ccc(-c2[nH]c(=O)n3ccncc23)s1	-0.7%	4.5%	1.9%	13.3%	-2.8%	?	-0.1%	2.8%	4.3%	12.4%
Cc1cc(N2CCCC2=O)c(N)cc1N	8.5%	0.1%	6.1%	2.1%	-0.5%	-1.4%	0.5%	0.3%	-0.1%	-1.3%
Cc1ccc(C(=O)O)cc1NC(=O)CN1C(=O)C2C3c4ccccc4C(Br)(c4ccccc43)C2C1=O (stereo not given)	-0.1%	0.7%	-4.1%	-4.2%	5.8%	-4.4%[11.5 µM]	-1.9%	18.4%	8.2%	-0.9%
CCOc1ccc(CN2CCNC(=O)C2CC(=O)NCCc2ccccn2)cc1 (stereo not given)	2.1%	4.5%	4.9%	2.0%	15.1%	2.7%	-2.7%	-16.2%	-7.4%	0.0%
O=C(NC(=S)NC1CCN(Cc2ccccc2)CC1)c1ccc(F)cc1	-7.3%	-0.3%	-12.3%	14.5%	11.2µM*	1.7%	-0.7%	7.08µM*	0.9%	-4.6%
COC(=O)c1[nH]c2cc(C)ccc2c1NC(=O)CN1CCOCC1	1.0%	1.3%	-5.8%	-3.2%	0.5%	nt	-0.2%	8.3%	-7.1%	0.9%
COc1cccc(-n2nnnc2SCC(=O)Nc2nc3c(s2)CCCC3)c1	7.2%	-4.0%	-9.2%	?	8.91µM*	-19.6%	3.8%	3.16µM*	?	-4.4%

(cont.)
Structure	uPA surface inh	ELG1 genotox	BRCA1 expr up	p53 reactivator	Gal4-VP16 FLuc	MBNL1-CUG inh	NPC1 promoter act	RORgamma inh	FLuc modulator	Rab9 prom act
CCc1cc2c(-c3ccccc3)cc(=O)oc2cc1OC(C)C(=O)NCC1CCC(C(=O)O)CC1 (stereo not given)	-1.6%	3.2%	3.1%	nt	15.3%	19.5%	0.4%	36.1%	0.9%	-3.2%
O=C(c1n[nH]c(=O)c2ccccc12)N1CCN(c2ccc(F)cc2)CC1	-3.0%	-13.6%	-2.1%	-0.2%	-6.8%	-9.8%	0.4%	35.7%	-0.4%	8.5%
CC(=O)c1sc(C(=O)O)c(-c2ccco2)c1-c1ccco1	8.2%	-0.2%	0.0%	-1.5%	1.1%	?	-1.7%	5.9%	-5.2%	-4.0%
O=c1c2ccccc2nc2n1CCc1c-2[nH]c2ccccc12	?	3.26µM*	49.0%	?	?	nt	2.91µM*	?	0.953µM*	2.91µM*
COc1cc(OC)cc(C(=O)Nc2cccnc2)c1	0.3%	4.2%	9.7%	-2.9%	8.1%	-4.0%	-2.6%	7.6%	-8.3%	0.1%
COc1ccc(-c2nnc(NC(=O)c3ccccc3[N+](=O)[O-])s2)c(OC)c1	3.8%	?	-14.3%	nt	-18.9%	5.8%	2.4%	?	-2.8%	12.9%
O=C(c1cc([N+](=O)[O-])ccc1N1CCCCC1)N1CCCCC1	-15.9%	-0.9%	-2.3%	0.4%	-7.1%	?	0.1%	15.9%	-0.4%	-3.2%
CCc1cc2c(N=Nc3c(O)[nH]c4ccccc34)ncnc2s1	-5.9%	0.1%	-52.4%	5.2%	-7.6%	nt	?	-4.9%[10 µM]	-16.2%	-3.3%
Cc1ccn2c(=O)c(NC(=O)c3cccc4ccccc34)c(C)nc2c1	1.1%	-14.5%	-9.9%	-7.3%	nt	nt	-1.7%	nt	0.9%	-4.3%
Cc1cc(OCC(=O)Nc2ccc(N3CCN(C)CC3)cc2)ccc1Cl	?	11.0%	30.5%	?	11.9%	-5.7%	22.1%	-2.8%	?	17.9%
